TAAR1 antag = human TAAR1 antagonists, primary screen, Fluo-8 calcium fluorescence, CHO RD-HGA16 cells | Trace amine-associated receptor 1 (Homo sapiens), Q96RJ0 | antagonist | inhibition, % at 3 µM | 1.5% of 360,000 active;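 active = inhibition above a per-plate cutoff, the mean inhibition of test compounds on that plate plus 3 SD, cut at about 49% in these data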;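 also: 0% = DMSO plus EC80 beta-PEA response and 100% = DMSO alone without agonist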
Target sequence (Q96RJ0 whole entry, looked up): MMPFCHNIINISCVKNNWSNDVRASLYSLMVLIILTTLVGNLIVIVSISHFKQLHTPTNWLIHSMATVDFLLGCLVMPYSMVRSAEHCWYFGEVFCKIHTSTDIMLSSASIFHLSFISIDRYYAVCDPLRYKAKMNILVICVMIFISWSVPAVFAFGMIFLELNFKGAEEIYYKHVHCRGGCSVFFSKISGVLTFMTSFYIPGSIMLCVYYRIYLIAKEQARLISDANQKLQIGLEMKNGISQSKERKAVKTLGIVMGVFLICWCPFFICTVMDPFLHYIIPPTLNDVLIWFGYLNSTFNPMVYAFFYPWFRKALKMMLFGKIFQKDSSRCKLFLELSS
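Assay system: CHO-derived RD-HGA16 cells stably expressing human TAAR1 plus Gα16. Timing: 140 s kinetic read after compound, 140 s after agonist. Technique: kinetic Fluo-8 calcium fluorescence measurement. Measure: % inhibition of agonist calcium response.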
TAAR1 ag = human TAAR1 agonists, primary screen, Fluo-8 calcium fluorescence, CHO RD-HGA16 cells; Trace amine-associated receptor 1 (Homo sapiens), Q96RJ0; vehicle wells 0%, saturating PEA agonist 100%; activation, % at 3 µM; 0.99% of 360,000 active; AID 624467, 2012;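 active = activation above the mean activation of all test compounds in the run plus 3 SD, cut at about 38% in these data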
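Test system: RD-HGA16 (CHO) cells co-expressing Gα16 and hTAAR1 / Benchmarks: DMSO vehicle as 0%, PEA at EC100 as 100% / Repeats: no replicates (n 1) / Measure: % activation from peak over basal fluorescence ratio, DMSO-to-PEA scaled / Timing: 17-24 h plating, Fluo-8 75 min 37 °C, 30 min RT / Technique: kinetic Fluo-8 calcium fluorescence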
CHO parental Ca = ATP-evoked calcium signal inhibitors, parental CHO, primary screen, counter-screen for OX1R antagonist project, cell-based, fluorescence, Fluo-8 calcium dye; parental CHO-K1, ATP-induced calcium, Fluo-8 fluorescence; inhibition, % at 5.6 µM; 0.63% of 330,000 active;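 active = inhibition above that plate's mean sample inhibition plus 3 SD, cut at about 26% in these data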;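 also: 0% = ATP-challenged DMSO wells and 100% = DMSO wells without ATP; some compounds past the cut are filed as inactive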
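Test system: untransfected parental CHO cell line. Compound: one dose, 5.6 µM nominal. Detection: intracellular calcium via Fluo-8 no-wash fluorescent dye. Measure: % inhibition. Benchmarks: ATP-challenged DMSO wells low, unchallenged DMSO wells high.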
CHO-K1 Ca PAM = nonselective calcium activators in parental CHO-K1 cells, primary screen, counter-screen for M1 PAM project, cell-based, Fluo-8 calcium fluorescence, full deck, 1536-well | ATP EC20; 0% at ATP EC20, 100% at ATP max | 0.02% of 360,000 active | activation, % at 3 µM;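 active = activation above the run cutoff, the mean activation of all test compounds plus 3 SD, cut at about 40% in these data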;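 also: peak over basal fluorescence ratio in a 140 s read after ATP addition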
OXTR potentiate = human OXTR potentiators, primary screen, fluorescence, CHO-OTR cells, Fluo-8 calcium; Oxytocin receptor (Homo sapiens), P30559; Fluo-8 calcium fluorescence, potentiator mode; 0% = oxytocin EC15, 100% = EC100; activation, % at 3 µM; 0.061% of 320,000 active;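 active = activation above that plate's cutoff, the mean activation of tested compounds plus 3 SD, cut at about 6.6% in these data, passing the limit was not always enough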;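 also: 100% uses oxytocin at 75 nM as the full agonist control; some results filed as inactive read as strong as hits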
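Assay system: CHO-OTR cells, human receptor / Also added: oxytocin at about EC15, sub-maximal agonist stimulus / Dosing: single dose, 3.0 µM nominal final compound concentration / Incubation: 6 min pre-incubation, 100 s read / Technique: Fluo-8 calcium dye fluorescence / Read-out: % activation vs EC15 and EC100 oxytocin / Benchmarks: EC15 oxytocin low, 75 nM oxytocin high / Replicates: singlicate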
M1 ag = human M1 muscarinic receptor agonists, primary screen, Fluo-8 calcium fluorescence, CHO-K1 cells, HTS | 0.33% of 360,000 active | CHO-K1 hM1, agonist mode; 0% DMSO, 100% acetylcholine EC100 | AID 588814, 2011 | activation, % at 3 µM;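 active = activation above the run's mean compound activation plus 3 SD, cut at about 16% in these data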;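 also: peak over basal fluorescence ratio within a 140 s kinetic read after compound addition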
Target sequence (P11229 whole entry, looked up): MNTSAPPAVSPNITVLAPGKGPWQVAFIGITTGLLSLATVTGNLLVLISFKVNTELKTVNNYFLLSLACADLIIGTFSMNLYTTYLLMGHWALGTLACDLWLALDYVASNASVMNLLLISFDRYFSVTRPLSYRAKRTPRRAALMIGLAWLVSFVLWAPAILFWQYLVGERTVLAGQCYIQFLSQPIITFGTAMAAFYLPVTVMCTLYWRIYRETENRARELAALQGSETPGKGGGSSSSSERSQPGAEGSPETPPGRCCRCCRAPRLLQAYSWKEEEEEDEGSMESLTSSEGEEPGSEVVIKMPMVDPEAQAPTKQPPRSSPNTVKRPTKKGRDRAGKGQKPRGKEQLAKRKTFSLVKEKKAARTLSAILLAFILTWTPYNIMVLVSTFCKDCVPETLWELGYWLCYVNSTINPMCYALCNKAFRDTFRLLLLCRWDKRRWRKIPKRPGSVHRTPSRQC
M1 ag parental = counter-screen for M1 agonists: effect in parental CHO-K1 cells | 0.48% of 360,000 active | activation, % at 3 µM | Fluo-8 calcium fluorescence; scaled to maximal ATP response, vehicle zero; in the data active = activation above about 15%;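 also: untransfected CHO-K1 host cells lacking M1 receptor as counterscreen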
CHO-K1 Ca antag = M1 antagonist counterscreen hit in parental CHO-K1 cells; AID 602250; ATP-induced calcium, Fluo-8 fluorescence; inhibition, % at 3 µM; 0.6% of 360,000 active;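 active = inhibition above a per-plate cutoff, the plate's mean sample inhibition plus 3 SD, cut at about 24% in these data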;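 also: 0% = DMSO plus EC80 ATP and 100% = DMSO alone without ATP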
M1 antag = human M1 muscarinic receptor antagonists, primary screen, CHO-K1 cells, Fluo-8 calcium fluorescence, 1536-well; 1.3% of 360,000 active; inhibition, % at 3 µM; CHO-K1 hM1, ACh EC80 antagonist;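 active = percent inhibition above its own plate's cutoff, namely the mean of that plate's compound wells plus 3 SD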;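 also: peak over basal fluorescence ratio during 140 s after agonist addition; 0% = ACh EC80 plus DMSO and 100% = DMSO alone without agonist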
* marks the source's active call; other numbers are inactive results; · = no result given.

SMILES	TAAR1 antag	TAAR1 ag	CHO parental Ca	CHO-K1 Ca PAM	OXTR potentiate	M1 ag	M1 ag parental	CHO-K1 Ca antag	M1 antag
Cc1cc(C)n(Cc2ccc(NC(=O)c3ccc(COc4ccccc4Br)cc3)cc2)n1	49*	5	14	15	-7	-4	3.2	-26	4
Cc1cccc(C)c1NC(=O)c1ccc(-n2cncn2)nc1	-12	3	2	17	-2	0	1.1	-16	-9
CC1CN(C(=O)C2CC2)C(C)CN1C(=O)C1CC1 (stereo not given)	-8	1	-2	20	-5	-6	0.2	-5	2
Cc1ccnc(N2C(=O)c3cccc4c([N+](=O)[O-])ccc(c34)C2=O)c1	2	0	9	18	-8	-4	0.6	10	7
CC1CCCCN1c1nnc(NC(=O)c2cc(-c3ccc(Br)cc3)on2)s1 (stereo not given)	-9	0	-7	6	-5	-5	0.9	-19	-16
NC(=O)COC(=O)Cc1coc2cc3c(cc12)CCC3	-7	1	13	2	-12	-5	2.9	-17	4
O=C(COC(=O)c1ccccc1)Nc1cccc(S(=O)(=O)NC2=NCCCCC2)c1	-2	5	-7	20	-6	-6	-0.2	-9	-7
O=[N+]([O-])c1cc([N+](=O)[O-])c(Oc2cccnc2Br)cc1NN1CCCCC1	-9	4	-22	0	0	-3	0.3	-4	12
CNC(=S)N1CCc2cc(OC)c(OC)cc2C1	-4	4	-22	-16	-9	-2	-0.4	6	-6
Cc1cc(C)cc(-n2ncc3c2CCCC3NC(=O)CN2CCCCC2=O)c1 (stereo not given)	6	-1	-15	-1	2	2	0.7	-11	-2
CSc1nc(NC(C)(C)C)nc(Oc2ccc(=O)n(C)n2)n1	1	18	-6	14	-5	-2	0.2	3	-7
O=[N+]([O-])c1ccccc1CNCCO	3	0	-7	2	0	-2	-0.3	-5	-3
Cc1ccc(CN2CC(C(=O)NCCCSc3ccccc3)CC2=O)cc1 (stereo not given)	1	-2	-20	-3	-8	-2	10	7	-5
O=C(CSc1nncc2ccccc12)Nc1cccc(C(=O)O)c1	-22	1	-3	1	3	-1	0.6	-4	7
O=C(Nc1cccc2ccccc12)/C(=C\c1cccc([N+](=O)[O-])c1)NC(=O)c1cccs1	36	5	-8	10	-7	-5	3.4	0	8
Cn1nnnc1SCC(=O)Nc1ccc(Oc2ccc(Cl)cc2)cc1	32	-2	-8	19	-4	-8	1.0	-25	7
Cc1ccccc1S(=O)(=O)NC(=O)C1(C)CCN1C(=O)Cc1ccc(C(C)(C)C)cc1 (stereo not given)	11	0	·	-13	·	4	0.2	-3	-19
NC(=O)C(c1ccc(Sc2ccccc2)nn1)c1ccc(Cl)cc1Cl (stereo not given)	8	10	-10	-3	-22	-1	0.3	-4	-3
COc1ccc(NC(=O)c2ccccc2)c([N+](=O)[O-])c1	-12	4	-9	5	-11	-2	1.5	-8	-9
COc1ccc(/C=C/C(=O)OCC(=O)c2ccc(S(=O)(=O)N3CCCCC3)cc2)cc1OC	-5	0	-9	-24	-7	-1	0.3	3	13

Eleven structures already listed, arranged by number of heavy atoms, rising.
SMILES	TAAR1 antag	TAAR1 ag	CHO parental Ca	CHO-K1 Ca PAM	OXTR potentiate	M1 ag	M1 ag parental	CHO-K1 Ca antag	M1 antag
CNC(=S)N1CCc2cc(OC)c(OC)cc2C1	-4	4	-22	-16	-9	-2	-0.4	6	-6
COc1ccc(NC(=O)c2ccccc2)c([N+](=O)[O-])c1	-12	4	-9	5	-11	-2	1.5	-8	-9
CSc1nc(NC(C)(C)C)nc(Oc2ccc(=O)n(C)n2)n1	1	18	-6	14	-5	-2	0.2	3	-7
O=C(CSc1nncc2ccccc12)Nc1cccc(C(=O)O)c1	-22	1	-3	1	3	-1	0.6	-4	7
Cc1ccnc(N2C(=O)c3cccc4c([N+](=O)[O-])ccc(c34)C2=O)c1	2	0	9	18	-8	-4	0.6	10	7
Cc1ccc(CN2CC(C(=O)NCCCSc3ccccc3)CC2=O)cc1 (stereo not given)	1	-2	-20	-3	-8	-2	10	7	-5
Cc1cc(C)cc(-n2ncc3c2CCCC3NC(=O)CN2CCCCC2=O)c1 (stereo not given)	6	-1	-15	-1	2	2	0.7	-11	-2
O=C(COC(=O)c1ccccc1)Nc1cccc(S(=O)(=O)NC2=NCCCCC2)c1	-2	5	-7	20	-6	-6	-0.2	-9	-7
Cc1ccccc1S(=O)(=O)NC(=O)C1(C)CCN1C(=O)Cc1ccc(C(C)(C)C)cc1 (stereo not given)	11	0	·	-13	·	4	0.2	-3	-19
O=C(Nc1cccc2ccccc12)/C(=C\c1cccc([N+](=O)[O-])c1)NC(=O)c1cccs1	36	5	-8	10	-7	-5	3.4	0	8
COc1ccc(/C=C/C(=O)OCC(=O)c2ccc(S(=O)(=O)N3CCCCC3)cc2)cc1OC	-5	0	-9	-24	-7	-1	0.3	3	13

Next section.
SMILES	TAAR1 antag	TAAR1 ag	CHO parental Ca	CHO-K1 Ca PAM	OXTR potentiate	M1 ag	M1 ag parental	CHO-K1 Ca antag	M1 antag
COc1cccc(/C(C)=N/NC(=O)c2cc(-c3cccnc3)nc3ccccc23)c1	35	7	-23	-14	-8	-7	0.1	12	7
CC(C(=O)Nc1ccccc1Br)c1ccc([N+](=O)[O-])cc1 (stereo not given)	3	21	-8	-7	-2	0	1.7	4	3
COc1ccc(C(=O)NNC(=O)COC(=O)c2sccc2C)cc1	-9	0	-1	-7	-1	-3	-0.3	11	-1
CC(C)c1ccc(Nc2nnc(SC3CCOC3=O)s2)cc1 (stereo not given)	5	5	2	6	-9	-4	0.7	1	4
CCN(C[C@H]1N[C@@](Cc2ccccc2)(C(=O)OC)[C@H]2C(=O)N(Cc3ccccc3)C(=O)[C@@H]12)C(=O)NC(C)C	-13	2	-19	9	3	-6	0.4	-7	-9
Cc1ccc(-c2nc(C(F)(F)F)cc(=O)[nH]2)cc1	-39	-2	-5	0	-2	-2	0.1	0	-7
CCc1nc(SCC(=O)c2ccccc2)c2ccccc2n1	19	15	-47	9	-10	-12	0.7	12	7
COC(=O)c1c(S(=O)(=O)NCc2ccccc2)sc(C(=O)O)c1C	5	12	-9	11	3	-2	0.3	1	-2
CC(C)N1CCC(N2CCN(CCCc3ccccc3)CC2CCO)CC1 (stereo not given)	-5	0	-11	24	7	-14	0.4	-10	-10
COc1ccc(C2CC(C(F)(F)F)n3nc(C(=O)O)cc3N2)cc1 (stereo not given)	-9	1	-16	16	7	-3	0.6	-5	-9
CSCC[C@H](NC(=O)C1CCN(S(=O)(=O)c2ccc(C)cc2)CC1)C(=O)NC1CCS(=O)(=O)C1 (stereo not given in full)	1	11	-6	2	-2	-2	-0.4	-10	-17
O=C1CN(C(=O)c2cc3ccccc3oc2=O)C(c2ccccc2)c2cc(F)ccc2N1 (stereo not given)	6	4	-15	-5	1	1	0.8	-13	-10
COC(=O)C1=C(C(=O)OC)[C@@H]2N(C)c3ccc(OC)cc3[C@@]23C[C@@H](C(=O)OC)N(C(=O)COCc2ccccc2)C3=N1	-7	20	-14	·	4	·	·	·	·
Cc1ccc(C)c2c1CCCC2=O	-5	0	·	3	·	-2	0.1	-9	-18
CCOC(=O)c1ccc(Nc2nc(C)cc(C)c2C#N)cc1	14	3	-8	33	-2	-3	0.6	-20	-1
CSc1nc(-c2ccc(C)cc2)[nH]c1S(=O)(=O)c1ccccc1	12	2	-15	10	-8	-4	0.8	1	-7
CCC(C)NC(=O)COc1ccc(Br)c(C)c1 (stereo not given)	-11	21	-9	5	-7	-1	1.3	-7	-3
COc1ccc2nc(NCCO)[nH]c2c1	7	5	-2	12	-1	-3	-0.3	-10	-8
COCCNC(=O)CCCn1c(=O)c2cc(OC)c(OC)cc2n(CC(=O)c2cccc(OC)c2)c1=O	1	3	-20	24	-2	-3	1.5	-10	-15
NC(=O)c1ccsc1NC(=O)C1CCCN1S(=O)(=O)c1ccc(Cl)cc1 (stereo not given)	7	11	-10	6	2	-3	1.4	4	0
CC(C)Cn1nc(NC(=O)C2CCCO2)c2cc3ccccc3nc21 (stereo not given)	-2	9	-16	16	-4	-3	0.1	-7	-4
COc1ccc(CC(N)c2csc(NC(=O)c3ccc(OC)cc3)n2)cc1 (stereo not given)	44	26	·	8	·	3	7.2	3	-10
O=C1CN(CN2CCCCC2)C(=O)CN1CN1CCCCC1	-39	10	·	9	·	-6	0.5	-2	0
Cc1ccc2cc(C)c(N3CCN(c4ccccn4)CC3)nc2c1	2	2	-33	-5	-7	-6	0.1	-12	-7
CC(OC(=O)CCOc1ccccc1)C(=O)NC1CC1 (stereo not given)	-13	2	-12	0	-3	-2	0.6	5	-7
Cc1cccc(NC(=S)NC23CN4CN(CN(C4)C2)C3)c1C	4	5	9	-14	-7	-3	-0.5	1	-2
CN(C)C(CNC(=O)c1ccc(S(=O)(=O)Nc2ccccc2F)cc1)c1ccco1 (stereo not given)	-13	-2	-22	5	-3	-9	0.8	-14	7
Cc1c(C(=O)N2CCOCC2)c(S(=O)(=O)Nc2ccc(C(C)C)cc2)c(C)n1C	-7	1	-12	12	3	-6	2.5	-11	0
CCNc1ccc(S(=O)(=O)N(C)C)cc1NCC(=O)Nc1c(F)cccc1F	7	0	-17	9	-11	-4	0.7	2	-3
OC(CCc1cccc(Cl)c1)c1cccs1 (stereo not given)	0	4	-8	2	-19	-5	4.4	-4	1
Cc1ccccc1C(=O)Oc1cccc2c(O)cccc12	-4	2	-6	-1	-11	0	0.9	-7	2

High-throughput results from PubChem BioAssay.
